# Bioassay records: PubChem BioAssay, several laboratories
# Vc quorum ag: induces V. cholerae light production without autoinducers | AID 588436 | hit rate 0.16% among 350,000 | V. cholerae BH1578 lux reporter, luminescence, 6 h | activation, % at 18.7 µM; in the data active = activation mostly above about 9.7%, no sharp cut-off; inconclusive = no clear call, values can overlap the other calls; inactive = mostly below about 3.7%; also: not every result past the cut was called active; inactives centre near 0; reference of the scale not given here
# PfHsp40 yeast: restores yeast growth despite PfHsp40 toxicity. growth rescue, % at 12.5 µM. S. cerevisiae expressing PfHsp40, growth rescue, ATP luminescence. hit rate 0.68% among 340,000. AID 504582; in the data active = growth rescue above about 28%, passing the limit was not always enough; inconclusive = no clear call, values can overlap the other calls;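 also: yeast W303a lacking pdr1 and pdr3 grown in galactose medium; growth measured after three days at 30 °C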
# TcdB GH inh: blocks C. difficile toxin B glycohydrolase activity; TcdB glycohydrolase enzymatic assay, plate reader; hit rate 0.24% among 350,000; inhibition, % at 9.99 µM; P18177; in the data active = inhibition above about 10%
# SSB-PriA inh: K. pneumoniae PriA-SSBct interaction inhibition; AlphaScreen SSBct-PriA binding, biotinylated peptide; inhibition, % at 33 µM; hit rate 0.6% among 430,000; in the data active = inhibition mostly above about 37%, no sharp cut-off; inactive = mostly below about 20%;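 also: plate controls were negative control peptide for no effect and reference peptide for full effect; strong numbers were not always called active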
# Yp Topo-I inh: blocks Yersinia pestis topoisomerase I activity; Y. pestis Topo-I cleavage product accumulation, plate reader; activity, % at 10 µM; hit rate 0.064% among 360,000; in the data active = activity above about 50%, passing the limit was not always enough; inconclusive = no clear call, values can overlap the other calls; also: inactives centre near 2
# 3CLpro inhibitor: SARS-CoV 3CLpro protease inhibition. P0C6X7. recombinant SARS-CoV 3CLpro, quenched FRET peptide cleavage. inhibition, % at 6 µM. hit rate 0.14% among 290,000; in the data active = inhibition above about 12%
# BoNT A protease: blocks Botulinum neurotoxin A light chain protease. multiplex microsphere protease substrate cleavage, flow cytometry. inhibition, % at 10 µM. hit rate 0.17% among 360,000; also: plate controls were buffer without enzyme for full effect and enzyme alone for no effect
# CCHF vOTU inh: blocks the CCHF virus ovarian tumor domain protease; AID 651958; hit rate 0.55% among 370,000; inhibition, % at 11.5 µM; CCHFV vOTU protease, Pep-AMC fluorescence; in the data active = inhibition above about 30%; also: 0% = vehicle wells with enzyme and 100% = no enzyme wells
# DUSP3 inh: DUSP3 (human) phosphatase inhibition; P51452; recombinant VHR phosphatase, pNPP absorbance; inhibition, % at 13.3 µM; hit rate 0.52% among 290,000; AID 1654; in the data active = inhibition above about 50%; also: some compounds called inactive have numbers as strong as hits
# Anthrax LF prot: inhibitors of Bacillus anthracis lethal factor protease | inhibition, % at 10 µM | AID 588501 | multiplex microsphere protease cleavage assay, LF | P15917 | hit rate 0.12% among 360,000; also: plate controls were buffer without enzyme for full effect and enzyme alone for no effect
# * marks the source's active call; other numbers are inactive results; i = inactive; ? = inconclusive; . = not tested or not shown; & = joins results of further samples. Rule as the data show it, unless noted: active = inhibition above about 30%; inconclusive = no clear call, values can overlap the other calls; inactive = below that.
canonical_smiles,Vc quorum ag,PfHsp40 yeast,TcdB GH inh,SSB-PriA inh,Yp Topo-I inh,3CLpro inhibitor,BoNT A protease,CCHF vOTU inh,DUSP3 inh,Anthrax LF prot
CC(C(O)c1ccc(O)cc1)N1CCC(Cc2ccccc2)CC1 (configuration not stated),-0.1&-0.2,0.3&-0.3&0.4,-2.5&-2.7&-1.3,-2,-2&14&-1,0&6,-0.6&0.3&-0.2,-1&-2&3,35&7,-3&-10&3
CN(C(=O)c1ccc2c(c1)S(=O)(=O)N=C1CCCCCN12)c1ccccc1,-0.2,-0.2,4.0,-9,-3,.,?,7,.,?
CC(NC(=O)OC1CCCCC1)N1C(=O)C2C3C=CC(C3)C2C1=O (configuration not stated),0.6,1.8,.,-32,-10,3,-1.5,-7,20,-2
COc1ccc(S(=O)(=O)N2CCCN(Cc3cccc(F)c3)CC2)cc1,10,-0.4,.,-14,-5,1,0.9,11,-11,-5
CN(C)S(=O)(=O)c1ccc(C(=O)Nc2ccnn2C2CCCCC2)cc1,-0.4,0.1,.,-14,0,2,0.1,0,9,-2
Cc1cc(C)n(C2CCCCC2OC(=O)CCc2ccccc2)n1 (configuration not stated),i,-1.2,-0.4,-10,14,3,?,14,24,33*
CCOC(=O)C1CCCN(C(=O)COC(=O)C2=COCCO2)C1 (configuration not stated),i,0.8,.,-4,3,-7,-0.1,-7,16,7
O=S(=O)(c1ccc(F)cc1)n1ccc(-c2cnc(-c3ccccc3)s2)n1,i,-0.6,.,-13,3,2,-0.2,-5,14,3
O=C(Cc1ccc(Cl)cc1)Nc1nc2ccccc2[nH]1,-0.6,-0.4,.,-8,-3,-1,-0.3,-4,15,-12
COc1cc(/C=C/C(=O)c2ccc3c(c2)OCCO3)cc(OC)c1OC,i,-0.8,0.5,21,15,5,-0.6,15,5,0
CCC1CCCCN1CCCNC(=O)c1cc2c(=O)oc3ccc(C)cc3c2s1 (configuration not stated),-12,-1.1,1.1,8,1,0,6.3,-2,25,0
O=c1c(C(c2ccc(F)cc2)c2c(O)nc3n(c2=O)CCCS3)c(O)nc2n1CCCS2,i,0.7,1.9,-6,3,2,?,-5,17,-12
COCCNC(=O)c1sc2ncn(CC(=O)N3CCCCC3)c(=O)c2c1C,i,-0.8,.,-1,-2,4,1.6,-5,30,4
CC1(C)CC(=O)C2=C(C1)C(c1cn(-c3ccccc3)nc1-c1ccccc1)C(C#N)=C(N)O2 (configuration not stated),-1.3,2.2,1.1,1,-5,2,-0.5,-2,28,1
CCCc1cc(=O)oc2cc(OCC(=O)NC3CCN(Cc4ccccc4)CC3)ccc12,-0.6,-0.6,1.0,-4,5,-4,-0.1,-8,-7,-2
CC(=O)N1CCN(CC(O)COc2ccc(Br)cc2)CC1 (configuration not stated),i,-0.8,0.2,-10,0,-5,-3.4,13,-8,-15
O=C(NCc1cccs1)c1nc(-c2cccs2)no1,0.1,3.2,0.1,-18,0,3,-0.4,27,8,-1
Cc1noc(C(=O)Nc2ccccc2C(F)(F)F)c1Cl,-0.2,-1.6,.,-9,3,1,-1.2,-9,15,2
CO/N=C/C(=N\Nc1ccc(OC)cc1)C(=O)c1ccc(OC)cc1,-0.2,-0.4,.,.,0,6,-1.0,-12,8,0
Cc1ccnc(NC(=O)c2cccc(NC(=O)c3ccc(Cl)c(Cl)c3)c2)c1,-1.5,-1.7,-0.1,11,-8,.,-2.5,-7,.,8

# Other structures.
canonical_smiles,Vc quorum ag,PfHsp40 yeast,TcdB GH inh,SSB-PriA inh,Yp Topo-I inh,3CLpro inhibitor,BoNT A protease,CCHF vOTU inh,DUSP3 inh,Anthrax LF prot
COC(=O)C1=NN(C(=O)c2ccccc2)C(C)(O)C1 (configuration not stated),i,-1.2,-1.3,-8,4,-5,0.2,-3,18,-2
O=C(CCc1nnc(Cc2ccc(-c3ccccc3)cc2)o1)NCCc1cccnc1,-0.5,-0.5,0.8,-5,20,-3,-0.1,-4,22,2
N=c1c2c(-c3ccccc3)c(-c3ccccc3)n(Cc3ccccc3)c2ncn1CCCO,-0.1,0.4,.,2,13,-3,-0.8,4,0,-10
CC(=O)c1cccc(NC(=O)CSc2nc(=O)n(CCN3CCOCC3)c3c2CCC3)c1,i,-1.3,1.3,-4,5,.,-1.0,3,.,2
COCC1CCCN(C(=O)c2ccc3oc(Cc4ccc(Cl)cc4)nc3c2)C1 (configuration not stated),2.2,2.3,1.0,-6,39,4,0.4,-3,21,0
O=C(CSc1nnc(-c2ccc(F)cc2)o1)N1CCCCC1,i,-0.3,-1.8,-12,11,-2,4.7,25,14,4
CC1/C(=N/O)C(CN(C)C)C2CC1C2(C)C (configuration not stated),i,1.6,.,.,-9,-4,0.5,6,-19,5
CC(O)[C@@]1(O)CC[C@H]2[C@@H]3CC[C@H]4C[C@@H](O)CC[C@]4(C)C3=CC[C@@]21C (some centres not stated),0.5,2.4,-6.4,16,25,.,-0.9,24,.,-3
CC(C)(C)OC(=O)NC(Cc1ccccc1)C(=O)N1CCC(C(=O)NCC(=O)Nc2ccc(F)cc2)CC1 (configuration not stated),-0.4,0.9,-0.1,0,11,-2,-2.4,14,-1,-1
CCc1ccc(C(O)c2ncc(-c3cccc(C(F)(F)F)c3)[nH]2)cc1 (configuration not stated),-0.4,.,0.6,.,-6,.,-0.6,23,.,-1
O=C(O)Cn1cc(/C=C2\C(=O)NC(=O)N(c3ccc(Br)cc3)C2=O)c2ccccc21,0.0,1.2,1.7,-4,2,3,-6.4,7,14,3
CC(N=Cc1nc(-c2ccccc2)oc1O)c1ccccc1 (configuration not stated),1.4,0.0,.,15,10,0,2.0,19,13,1
C=CCn1c(C2CC(=O)N(c3ccc(C)cc3)C2)nc2ccccc21 (configuration not stated),-0.3,-0.2,.,-13,-2,0,-0.5,-7,-15,4
CC(C)OC(=O)/C(=C\c1cccnc1)NC(=O)c1ccccc1,-0.2,-0.3,5.6,3,-4,0,-0.9,2,32,-1
O=C(NCCCN1CCCCC1)C1CCC(=O)N1CCc1ccccc1 (configuration not stated),-3.4,0.1,.,0,-6,-5,-0.2,6,22,-6
Cc1cc(/C=C\c2ccccc2)nc2ccccc12,-0.2,1.9,2.1,-62,18,-6,0.2,-1,6,1
Cc1ccc(NC(=O)C(=O)NCc2ccc(/C=C(/C#N)C(=O)NCc3cccnc3)o2)cc1,i,0.4,.,-5,37,-3,-1.7,6,40,-1
Cc1cn(CCC(=O)Nc2ccccc2N2CCOCC2)c2ccccc12,-0.8,0.7,0.9,6,45,0,.,1,-3,.
CC(Oc1ccccc1Cl)C(=O)/C=C/N(C)C (configuration not stated),i,-0.4,.,-2,5,7,3.5,-1,10,0
Cc1cc(NC(=O)CC#N)n(-c2ccccc2)n1,-0.4,-0.9,0.8,-8,3,5,0.6,-11,21,-1

# Copied from the entries so far (2 entries):
canonical_smiles,Vc quorum ag,PfHsp40 yeast,TcdB GH inh,SSB-PriA inh,Yp Topo-I inh,3CLpro inhibitor,BoNT A protease,CCHF vOTU inh,DUSP3 inh,Anthrax LF prot
COC(=O)C1=NN(C(=O)c2ccccc2)C(C)(O)C1 (configuration not stated),i,-1.2,-1.3,-8,4,-5,0.2,-3,18,-2
O=C(CCc1nnc(Cc2ccc(-c3ccccc3)cc2)o1)NCCc1cccnc1,-0.5,-0.5,0.8,-5,20,-3,-0.1,-4,22,2

# As entered above:
# Cc1cc(C)n(C2CCCCC2OC(=O)CCc2ccccc2)n1 (configuration not stated) in 3CLpro inhibitor reads 3
# CN(C(=O)c1ccc2c(c1)S(=O)(=O)N=C1CCCCCN12)c1ccccc1 in SSB-PriA inh reads -9
# CCOC(=O)C1CCCN(C(=O)COC(=O)C2=COCCO2)C1 (configuration not stated) in DUSP3 inh reads 16

# New compounds follow.
canonical_smiles,Vc quorum ag,PfHsp40 yeast,TcdB GH inh,SSB-PriA inh,Yp Topo-I inh,3CLpro inhibitor,BoNT A protease,CCHF vOTU inh,DUSP3 inh,Anthrax LF prot
CCCCNC(=O)c1nc2ncc(Br)cn2n1,-0.1,-0.7,.,-10,-6,-7,-0.8,-6,-23,-1
CCOC(=O)Cc1cnc(NC(=O)CSc2nc(C)cc(C)n2)s1,-0.4,-0.2,1.3,-22,0,5,1.6,-3,14,5
O=C(CN1CCCc2ccccc21)N1CCc2ccccc21,-0.4,0.7,0.1,-7,-1,-5,?,1,32,?
Cc1nc(CCNC(=O)CC2C(=O)NCCN2Cc2ccccc2F)sc1C (configuration not stated),i,0.7,0.4,-14,-1,3,-1.1,-2,30,-5
CCCNC(=O)C1(CC2CC(c3ccccc3)=NO2)CCN(C(=O)c2ccccc2)CC1 (configuration not stated),i,1.2,0.8,-13,11,.,-0.6,2,.,-2
Cn1c(=O)c2c(nc(NCc3ccc4c(c3)OCO4)n2C)n(C)c1=O,i,0.4,.,-14,3,1,-0.9,9,7,-3
CCOC(=O)c1c(C)[nH]c(C)c1C(=O)CSc1nc2ccccc2n1CCOC,0.7,-0.5,0.7,-7,2,0,0.2,6,-9,-2
N=c1n(CCN2CCOCC2)c2ccccc2n1CC(=O)c1cccc([N+](=O)[O-])c1,-0.4,1.5,2.6,16,27,0,.,14,14,.
Cc1cc(=O)oc2c(C)c(OC(C)C(=O)NCCCN3CCOCC3)ccc12 (configuration not stated),-0.4,-0.5,0.2,-3,-1,-2,0.3,-2,18,0
C=CCc1ccccc1OCCn1ccnc1,.,-0.3,.,11,-3,0,-2.0,2,2,6
CC(C)CCN1CCN(Cc2ccc(C#CCCO)cc2)CC1CCO (configuration not stated),-1.2,-0.7,-0.3,12,5,0,-1.5,-5,4,-8
COC(=O)c1ccccc1NC(=O)C1CC(=O)N(c2ccccc2)C1 (configuration not stated),0.5,-1.2,.,-11,0,-2,0.4,8,46,-3
O=C1c2ccccc2-c2nc3ccccc3cc21,-0.5,9.6,3.1,-1,-14,0,-0.8,-3,12,2
CC1=C(C#N)C2(O)C(=O)c3ccccc3C2(O)N1 (configuration not stated),-3.0,-0.2,1.9,-3,1,4,-0.8,11,7,-3
Cc1ccc(C)c(C(O)c2ncc(-c3cccc(C(F)(F)F)c3)[nH]2)c1 (configuration not stated),-0.5,.,0.2,.,-6,.,-0.6,22,.,-6
Fc1ccc(-c2nc3c(-c4ccc(Cl)cc4)cnn3cc2CCN2CCOCC2)cc1,-1.6,-0.8,-1.1,1,2,-3,-0.6,9,31,1
N#CC1(NC(=O)COC(=O)C23CC4CC(CC(O)(C4)C2)C3)CCCCC1,i,5.8,1.4,-9,-4,1,-1.6,0,45,-4
COc1ccc(CCNC(=O)CSc2nnc3ccc(-c4ccccn4)nn23)cc1OC,-5.3,-0.8,2.6,-4,4,.,.,-10,.,.
CCCCN1CC(C)(C)[C@H](CC(=O)Nc2ccccc2)C1=O,-0.2,.,0.0,.,1,.,-0.2,-2,.,-8
O=C1CCC(=O)N1CCc1c[nH]c2ccccc12,i,-1.1,.,7,-3,-6,-0.7,4,-1,5

# Continued.
canonical_smiles,Vc quorum ag,PfHsp40 yeast,TcdB GH inh,SSB-PriA inh,Yp Topo-I inh,3CLpro inhibitor,BoNT A protease,CCHF vOTU inh,DUSP3 inh,Anthrax LF prot
CC(=O)Nc1ccc(C(=O)OCc2ccccc2Br)cc1,2.1,21,1.2,0,8,4,0.2,7,26,0
CC(C)c1ccc(N(CC(=O)O)S(=O)(=O)c2cccnc2)cc1,0.4,0.8,0.0,3,-10,-2,-0.1,-4,9,3
O=C1CC(Cc2ccc(Cl)cc2)C(=O)N1c1cc(Cl)ccn1 (configuration not stated),-1.2,0.6,0.3,-5,3,3,-2.5,-5,0,-3
Cc1cccc(-n2c(CNC(=O)c3ccc(S(=O)(=O)N4CCCCC4)cc3)n[nH]c2=S)c1,-0.4,-0.6,-8.0,-4,-5,0,-1.9,1,10,-1
Cc1ccc2c(O)c(C)c(=O)[nH]c2n1,i,0.2,0.5,0,2,1,-1.4,10,26,1
Cc1ccc(S(=O)(=O)N2CCCOC2CNC(=O)C(=O)NCCc2c[nH]c3ccccc23)cc1 (configuration not stated),3.8,1.9,.,17,-1,2,-1.3,-2,-6,-2

# A portion of the library (hit frequency here may not be typical).
